CHO-K1 Ca PAM: M1 PAM counterscreen hit in parental CHO-K1 cells; ATP EC20, Fluo-8 calcium fluorescence; 0% at ATP EC20, 100% at ATP max; activation, % at 3 µM; 0.02% of 360,000 active; AID 602247;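 active means activation above the run cutoff, the mean activation of all test compounds plus 3 SD, cut at about 40% in these data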;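 further: peak over basal fluorescence ratio in a 140 s read after ATP addition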
CHO-K1 Ca antag: counter-screen for M1 antagonists: effect in parental CHO-K1 cells. ATP-induced calcium, Fluo-8 fluorescence. inhibition, % at 3 µM. 0.6% of 360,000 active;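 active means inhibition above a per-plate cutoff, the plate's mean sample inhibition plus 3 SD, cut at about 24% in these data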;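 further: 0% = DMSO plus EC80 ATP and 100% = DMSO alone without ATP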
TAAR1 ag: agonists of human TAAR1; CHO RD-HGA16 TAAR1, Fluo-8 calcium fluorescence; vehicle wells 0%, saturating PEA agonist 100%; activation, % at 3 µM; 0.99% of 360,000 active; AID 624467;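 active means activation above the mean activation of all test compounds in the run plus 3 SD, cut at about 38% in these data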
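test system = CHO RD-HGA16 cells carrying human TAAR1 plus Gα16 | schedule = 17-24 h seeding, 75 min 37 °C dye, 30 min RT | compound dosing = 3 µM single concentration | control set = DMSO and PEA EC100 | replicates = n 1 | signal = Fluo-8 fluorescence, 5 s baseline then 140 s kinetic read | measure = percent activation vs PEA EC100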
M1 ag parental: M1 agonist counterscreen hit in parental CHO-K1 cells. activation, % at 3 µM. Fluo-8 calcium fluorescence; scaled to maximal ATP response, vehicle zero. AID 602248. 0.48% of 360,000 active; in the data active means activation above about 15%;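 further: untransfected CHO-K1 host cells lacking M1 receptor as counterscreen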
V1aR counter: counter-screen for oxytocin receptor agonists: human V1a receptor agonists | CHO-V1R cells, Fluo-8 calcium fluorescence, agonist mode; 0% DMSO, 100% 3 nM vasopressin | activation, % at 3 µM | 0.25% of 320,000 active | AID 2797;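 active means activation above the mean activation of all tested compounds plus 3 SD, per screening run, cut at about 20% in these data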;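 further: signal is peak over basal fluorescence ratio across a 100 second FLIPR read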
CHRM1 agonist: human M1 muscarinic receptor agonism. P11229. 0.33% of 360,000 active. activation, % at 3 µM. CHO-K1 hM1, Fluo-8 calcium fluorescence, agonist mode; 0% DMSO, 100% acetylcholine EC100;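 active means activation above the run's mean compound activation plus 3 SD, cut at about 16% in these data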;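 further: peak over basal fluorescence ratio within a 140 s kinetic read after compound addition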
Target sequence (P11229 whole entry, looked up): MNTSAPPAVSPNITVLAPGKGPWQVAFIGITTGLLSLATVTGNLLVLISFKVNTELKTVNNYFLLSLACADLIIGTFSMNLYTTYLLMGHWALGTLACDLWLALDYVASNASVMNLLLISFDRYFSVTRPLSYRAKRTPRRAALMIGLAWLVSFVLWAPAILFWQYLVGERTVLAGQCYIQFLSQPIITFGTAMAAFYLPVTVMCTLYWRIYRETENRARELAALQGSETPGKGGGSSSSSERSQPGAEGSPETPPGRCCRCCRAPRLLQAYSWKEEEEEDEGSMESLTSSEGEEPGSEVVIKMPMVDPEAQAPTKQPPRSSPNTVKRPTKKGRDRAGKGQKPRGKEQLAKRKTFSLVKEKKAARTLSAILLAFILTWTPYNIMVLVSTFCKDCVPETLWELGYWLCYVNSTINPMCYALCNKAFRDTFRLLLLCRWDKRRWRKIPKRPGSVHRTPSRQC
CHO parental Ca: counter-screen: ATP calcium response change in parental CHO cells; 0.63% of 330,000 active; inhibition, % at 5.6 µM; AID 463079; parental CHO-K1, ATP-induced calcium, Fluo-8 fluorescence;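 active means inhibition above that plate's mean sample inhibition plus 3 SD, cut at about 26% in these data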;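 further: 0% = ATP-challenged DMSO wells and 100% = DMSO wells without ATP; some compounds past the cut are filed as inactive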
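Test system: untransfected parental CHO cell line. Compound: one dose, 5.6 µM nominal. Detection: intracellular calcium via Fluo-8 no-wash fluorescent dye. Measure: % inhibition. Benchmarks: ATP-challenged DMSO wells low, unchallenged DMSO wells high.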
OXTR potentiate: potentiators of human oxytocin receptor; P30559; CHO-OTR cells, Fluo-8 calcium fluorescence, potentiator mode; 0% = oxytocin EC15, 100% = EC100; activation, % at 3 µM; 0.061% of 320,000 active; AID 2445;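 active means activation above that plate's cutoff, the mean activation of tested compounds plus 3 SD, cut at about 6.6% in these data, passing the limit was not always enough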;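 further: 100% uses oxytocin at 75 nM as the full agonist control; some results filed as inactive read as strong as hits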
Target sequence (P30559 whole entry, looked up): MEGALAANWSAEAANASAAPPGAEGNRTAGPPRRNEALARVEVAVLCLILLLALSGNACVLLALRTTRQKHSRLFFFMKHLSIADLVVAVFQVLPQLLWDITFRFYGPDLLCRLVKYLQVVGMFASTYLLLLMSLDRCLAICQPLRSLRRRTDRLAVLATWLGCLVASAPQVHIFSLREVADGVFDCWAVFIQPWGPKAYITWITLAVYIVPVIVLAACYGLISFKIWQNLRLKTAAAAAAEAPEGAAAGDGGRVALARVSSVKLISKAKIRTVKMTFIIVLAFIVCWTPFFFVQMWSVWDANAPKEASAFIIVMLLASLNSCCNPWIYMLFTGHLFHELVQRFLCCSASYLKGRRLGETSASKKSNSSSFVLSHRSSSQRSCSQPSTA
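Assay system: CHO cell line stably expressing human OTR. Reagent: EC15 oxytocin agonist. Dosing: single dose, 3.0 µM nominal final compound concentration. Timing: compound 6 min at room temperature before oxytocin, 100 s read. Signal: kinetic Fluo-8 calcium fluorescence. Controls: oxytocin EC15 low and EC100 high.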
TAAR1 antagonist: antagonists of human TAAR1; inhibition, % at 3 µM; 1.5% of 360,000 active; Q96RJ0; CHO RD-HGA16 TAAR1, Fluo-8 calcium fluorescence, antagonist;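 active means inhibition above a per-plate cutoff, the mean inhibition of test compounds on that plate plus 3 SD, cut at about 49% in these data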;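 further: 0% = DMSO plus EC80 beta-PEA response and 100% = DMSO alone without agonist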
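Assay system: CHO-derived RD-HGA16 cells stably expressing human TAAR1 plus Gα16. Timing: 140 s kinetic read after compound, 140 s after agonist. Technique: kinetic Fluo-8 calcium fluorescence measurement. Measure: % inhibition of agonist calcium response.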
The depositor's hits bear a star; · = no result given.

structure,CHO-K1 Ca PAM,CHO-K1 Ca antag,TAAR1 ag,M1 ag parental,V1aR counter,CHRM1 agonist,CHO parental Ca,OXTR potentiate,TAAR1 antagonist
O=C(c1c(F)cccc1F)N1CCN=C1SCc1ccccc1,16,-13,2,3.3,1.1,-5,-15,-3,0
Cn1c(C23CC4CC(CC(C4)C2)C3)n[nH]c1=S,-11,10,-1,0.1,1.8,-1,5,-6,19
CCc1ccc2c(CN3CCc4ccccc43)cc(=O)oc2c1,14,-12,-3,-0.1,-1.7,-5,-11,-11,2
CC1CCCN(C(=O)COC(=O)COc2ccc(C#N)cc2)C1 (centres undefined),11,7,4,0.8,0.3,1,2,-4,0
CC(=O)C1=CN(CC2CCCCC2)CCC1=O,16,-14,5,0.9,·,-4,·,·,10
CC(=O)OCC(=O)C1CCC2C3CC=C4CC(O)CCC4(C)C3CCC12C (centres undefined),-12,23,2,0.0,1.1,2,-4,-3,2
O=C(Nc1nc2ccccc2[nH]1)c1ccc(Cl)cc1,-3,-9,-2,3.5,3.1,-5,-5,-7,4
COc1ccc(C(=O)Nc2nnc(C)s2)cc1S(=O)(=O)N1CCOCC1,18,-11,4,0.2,-0.3,-3,-6,-5,-18
CCCc1nc2ccccc2c(=O)n1CCc1ccccc1,4,3,8,1.7,-2.1,-3,-23,-5,35
CCCCNC(=O)CNC(=O)c1nn(-c2ccc(OC)c(OC)c2)c(=O)c2ccccc12,-8,-2,19,3.1,·,-2,·,·,-3
COc1ccc(NC(=S)N2CCN(Cc3ccc(C)cc3)CC2)cc1,6,-14,2,3.1,3.8,0,-21,-18,2
CC1CCc2c(sc3c2C2=NS(=O)(=O)CCN2C=N3)C1 (centres undefined),18,-4,4,0.5,1.2,-2,-16,-6,4
NC(=O)Cn1nc(C(F)(F)F)c2c1CCCC2,12,-9,2,0.4,0.6,-2,-5,0,5
CC(NC(=O)Nc1ccccc1)c1ccccc1 (centres undefined),3,5,7,0.8,1.9,-4,-5,-15,9
COc1cc(C(=O)Nc2ccccc2-c2nnn(CC(N)=O)n2)cc(OC)c1OC,10,-9,15,1.0,0.0,-3,-10,-15,21
CCCCn1c(SCC(N)=O)nnc1-c1ccco1,23,-9,6,0.7,-0.2,-4,4,0,-32
O=[N+]([O-])/C(C(=C(Cl)Cl)N1CCN(Cc2ccccc2)CC1)=C1\NCCN1Cc1ccc(Cl)nc1,-2,3,3,1.3,2.8,-13,-17,-22,-12
Cc1sc2nc(CSCC(=O)Nc3cc(F)ccc3F)[nH]c(=O)c2c1C,11,-7,4,0.3,0.4,-3,-21,2,14
CCCc1nn2c(=O)cc(CSCC(=O)Nc3ccc(OC)cc3)nc2s1,-24,0,0,0.4,0.6,-3,3,-4,-2
Cc1nn(Cc2ccccc2)c(C)c1NC(=O)c1noc2c1CCc1ccccc1-2,-14,11,·,1.3,0.7,-4,-6,-5,·
COc1cccc(-c2cc(C(=O)N/N=C/c3ccco3)c3ccccc3n2)c1,8,1,2,1.7,0.4,-2,-13,1,0
Cc1noc(C)c1C(=O)Nc1ccccc1-c1ccccc1,10,-4,9,-0.3,-1.2,-5,-9,-5,4
Cc1ccc(C(=O)OC(C)C(=O)NC2CCCCC2C)cc1S(=O)(=O)N1CCOCC1 (centres undefined),21,-10,0,1.6,0.5,-2,-20,-6,1
CC(C)[C@@H]1NC(=O)c2cc([N+](=O)[O-])cc(I)c2NCCC[C@@H](C(=O)NC(CC(=O)O)C(N)=O)NC(=O)[C@H](CO)NC1=O (some centres undefined),21,-8,14,1.1,0.1,-1,-8,-9,-11
CCCCN(C(C)=O)c1c(CC)nc2ccc(C(=O)NCCc3ccccn3)cn12,29,-2,2,0.3,·,-3,·,·,-18

Continued; it opens with the three that closed the last part.
structure,CHO-K1 Ca PAM,CHO-K1 Ca antag,TAAR1 ag,M1 ag parental,V1aR counter,CHRM1 agonist,CHO parental Ca,OXTR potentiate,TAAR1 antagonist
Cc1ccc(C(=O)OC(C)C(=O)NC2CCCCC2C)cc1S(=O)(=O)N1CCOCC1 (centres undefined),21,-10,0,1.6,0.5,-2,-20,-6,1
CC(C)[C@@H]1NC(=O)c2cc([N+](=O)[O-])cc(I)c2NCCC[C@@H](C(=O)NC(CC(=O)O)C(N)=O)NC(=O)[C@H](CO)NC1=O (some centres undefined),21,-8,14,1.1,0.1,-1,-8,-9,-11
CCCCN(C(C)=O)c1c(CC)nc2ccc(C(=O)NCCc3ccccn3)cn12,29,-2,2,0.3,·,-3,·,·,-18
CC(C)C(=O)Nc1cc2c3c(c1)CCN3C(=O)CC2,24,-10,3,0.8,0.1,0,9,-6,-13
CC(NC(=O)C1CCN(S(=O)(=O)N2CCCCCC2)CC1)c1ccccc1 (centres undefined),17,-16,7,6.7,3.1,-2,-13,-6,20
Cc1ccccc1-n1c(=O)cc(N2CCC3(CC2)OCCO3)[nH]c1=O,6,-3,4,0.3,0.9,-3,-5,-3,-19
CCc1ccc(/C=N/n2c(C3CCCCC3)n[nH]c2=S)cc1,14,-10,-3,3.1,0.1,-9,-4,-21,-12
CCS(=O)(=O)N1CCN(Cc2ccncc2)CC1,16,-13,6,0.8,0.9,-5,-2,3,-28
CCC1=C2CC[C@H]3C(=O)NC(=O)[C@H]3[C@H]2[C@@]2(Cc3ccccc3)C(=NCC(=O)OC)OC(=O)N2C1=O,-6,-13,5,0.1,0.4,-5,-8,-6,-2
Cc1nc(NCc2ccccn2)c2c3c(sc2n1)CCCC3,20,-9,0,1.9,-0.9,-14,-20,-3,0
C#CCOCCOCCOCCNc1nc(N2CCN(C(=O)[C@H](CCC(=O)O)n3cc([C@@H](N)CC(N)=O)nn3)CC2)nc(N2CCN(C(=O)[C@H](CCC(=O)O)n3cc([C@@H](N)CC(N)=O)nn3)CC2)n1,12,-3,1,0.2,6.5,0,-3,3,-10
COc1cc(NC(=O)Cn2c(=O)n(-c3cccc(C)c3)c(=O)c3c(C)c(C)sc32)cc(OC)c1,-5,2,2,0.2,1.0,-1,-10,-10,-11
O=C(OCC(=O)N1CCOCC1)c1ccccc1Br,2,-12,3,0.6,0.2,-2,-8,-1,3
CSc1ccccc1OCc1cc(C(=O)NCCc2nc(C)cc(C)n2)no1,-20,-1,3,2.0,·,-2,·,·,-8
C=CCC1(O)CC(c2ccco2)NC(c2ccco2)C1CCC (centres undefined),23,-4,6,0.6,-0.1,-5,-14,4,11
Cc1ccc(-c2nc(CS(=O)CC(=O)NC3CCC(C)CC3)c(C)o2)cc1 (centres undefined),17,5,-3,-0.8,-1.1,-5,-24,2,-4
Cc1nnc(SC(C)C(=O)NC2CCCCC2C)n1N (centres undefined),7,-3,-1,1.0,1.3,-3,-7,-10,4
COc1ccc(-c2nc3c(n2O)CCc2c-3no[n+]2[O-])cc1,15,-10,2,0.7,-0.1,-4,-15,0,-25
O=[N+]([O-])c1cc(C(F)(F)F)cc([N+](=O)[O-])c1NCCNC(=S)Nc1cccc(F)c1,-9,9,19,15,14,6,-4,-15,15
Cc1ccccc1OCC(=O)N/N=C/c1ccco1,-2,6,7,-0.2,0.0,-1,-6,-3,-3
CC1CCCCC1NC(=O)C1CCN(C(=O)c2sccc2-n2cccc2)CC1 (centres undefined),17,-4,1,1.3,5.2,-1,-2,-7,11
Cn1cccc1CNC1CCCC1,3,-14,14,0.5,1.2,-5,1,-2,-19
Cc1cc2cc(CN(Cc3cccs3)C(=S)NCc3ccco3)c(=O)[nH]c2cc1C,1,3,-1,0.8,1.3,-7,-23,-7,16
COc1ccc(OC)c(NC(=S)NN2CCOCC2)c1,15,-13,13,0.4,1.4,-4,-5,3,11
COc1ccc(CN(CC(=O)NCc2ccco2)C(=O)CNS(=O)(=O)c2ccc(C)cc2)cc1,-8,-7,7,0.1,1.2,-1,-6,-7,-1
COc1ccc(-c2cc(C(=O)N(C)CC(=O)Nc3ccccc3Br)c3ccccc3n2)cc1OC,-20,17,12,6.6,-1.4,-2,-30,-1,65*
CCOc1ccc(S(=O)(=O)N2CCCCC2)cc1NC(=O)CSCc1c(C)noc1C,-2,-3,-2,0.0,-1.4,-6,-34,3,-23
N#CC1=C(SCC(=O)c2cc3ccccc3oc2=O)NC(=O)C(C#N)C12CCCC2 (centres undefined),12,-4,14,4.4,6.5,4,5,-14,35

Remaining list, next part.
structure,CHO-K1 Ca PAM,CHO-K1 Ca antag,TAAR1 ag,M1 ag parental,V1aR counter,CHRM1 agonist,CHO parental Ca,OXTR potentiate,TAAR1 antagonist
c1ccc2cc(CSCc3nc4ccccc4[nH]3)ccc2c1,9,1,5,3.7,3.6,-5,-36,-4,3
COc1cccc(C(=O)Nc2ncc3c(n2)CC(C)CC3=O)c1 (centres undefined),0,10,16,0.2,-0.6,-6,-10,-2,14
CCN1C(=O)c2cccc3c(S(=O)(=O)NCc4ccccn4)ccc1c23,19,-16,3,0.8,-0.3,-4,-16,-10,7
Cc1ccc(NC(=O)c2cc(S(=O)(=O)N(C)C)ccc2N2CCCC2)cc1S(=O)(=O)N(C)C,8,-3,2,1.5,0.6,-7,-3,-7,14
C[C@@H]1CCCCO[C@@H](CN(C)S(=O)(=O)c2ccccc2)[C@@H](C)CN([C@H](C)CO)C(=O)c2cc(NS(=O)(=O)c3ccc(F)cc3)ccc2O1,-9,0,0,0.0,·,-8,·,·,-14
S=C(NCc1ccncc1)Nc1ccccc1,25,-12,4,0.9,0.9,-2,9,4,0
COc1ccc(COC(=O)C2CC(=O)N(Cc3ccccc3)C2)cc1 (centres undefined),21,-10,2,4.1,-0.7,-4,-14,-5,6
O=C(c1cc2ncc(Br)cn2n1)N1CCCCC1,22,-14,-1,-0.4,0.3,-7,-5,2,-9
CCn1ccnc1CN(C)C(=O)c1cc(COc2ccc(OC)c3ccccc23)on1,5,-9,8,7.6,3.7,-4,-36,-13,17
C[C@H]1CN(c2ccc(Br)cc2)C(=O)[C@@H]1CC(=O)Nc1ccccc1,2,-7,5,4.3,·,-2,·,·,-6
CC(=O)Nc1ccc(S(=O)(=O)Oc2cccc(/C=C3\SC(N)=NC3=O)c2)cc1,-5,1,2,1.3,-0.4,-4,17,-17,2
COc1ccc(Br)cc1C(=O)Nc1cccc(NC(=O)c2ccco2)c1,21,-4,11,3.7,0.0,-1,-9,7,31

High-throughput results from PubChem BioAssay.
